Assay outcomes from PubChem.
Tau fibril ThT – blocks human tau fibril formation measured by thioflavin T; recombinant tau K18 P301L, heparin-induced fibrillization, ThT fluorescence; Potency, µM (series often up to 57.4 µM), inactives show at the top dose activity, negative = inhibition, actives largely listed as inhibitors; 270,000 tested, 2.1% active; AID 1460; also: nearly all actives have a fitted effect of over 55% in size
Target sequence (P10636 561-689 P618L limits assumed): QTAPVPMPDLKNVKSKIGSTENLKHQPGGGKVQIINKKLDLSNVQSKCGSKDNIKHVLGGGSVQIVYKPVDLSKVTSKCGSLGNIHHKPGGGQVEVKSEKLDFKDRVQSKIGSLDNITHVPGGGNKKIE
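Heparin-induced (20 uM) aggregation of recombinant human K18 P301L tau, 15 uM unlabeled with 0.24 uM labeled, pH 7 acetate buffer, 6 hr at 37 C with compound. Fibrils quantified by 30 uM ThT fluorescence after 1 hr ambient incubation.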
Tau fluor counter – counter-screen for tau fibril formation inhibitors. tau K18 P301L Alexa594 fluorescence, heparin fibrillization. Potency, µM (top dose mostly 57.7 µM), without a hit: at the top dose activity change, negative = decrease. 280,000 tested, 0.93% active; also: nearly all actives have a fitted effect of over 55% in size
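Human tau K18 P301L (15 uM unlabeled, 0.24 uM Alexa 594-labeled) in 100 mM sodium acetate pH 7 with 20 uM heparin, 6 hr at 37 C. ThT 30 uM added, 1 hr ambient; Alexa 594 FP and total fluorescence read at 555/632 nm.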
Tau FP inhib – blocks human tau fibril formation measured by polarization. P10636. K18 P301L tau heparin fibrillization, Alexa594 FP, 6 h. Potency, µM (titrated, usually from 57.7 µM), inactives show at the highest dose activity, negative = inhibition, hits mostly inhibitors. 280,000 tested, 0.39% active. AID 1468; also: nearly all actives have a fitted effect of over 55% in size
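Recombinant K18 P301L […], labeled with Alexa 594 at 0.24 uM over 15 uM unlabeled; heparin inducer 20 uM final; 37 C, 6 hr; FP endpoint.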
* marks the source's active call; other numbers are inactive results; ? = inconclusive; [ ] = dose if it differs, or a comment. Calls follow the shape of the dose curve; as a rule, active = well fitted curve in the direction sought with a large enough effect; inconclusive = small, poorly fitted or top-dose-only effect, or another doubt; inactive = no such curve, though single readings can be large; an effect the other way counts as inactive or inconclusive. % is scaled to controls: 0 for no effect and ±100 for the full control effect; potency is read from the fitted curve at half-maximal effect. A portion of the library. The share of hits here may be higher or lower than overall.

| No. | mol | Tau FP inhib | Tau fibril ThT | Tau fluor counter |
| --- | --- | --- | --- | --- |
| 1 | O=c1cc(-c2ccccc2)nc(SCc2nc(-c3cccc(C(F)(F)F)c3)no2)[nH]1 | -3.2% | 9.2% | 3.8% |
| 2 | O=C(NCc1ccccc1Br)c1ccc2c(c1)nc1n2CCOC1 | 6.0% | -2.6% | 2.0% |
| 3 | CCOC(=O)c1ccccc1NC(=O)Cn1ccn2nc(-c3ccc(OCC)cc3)cc2c1=O | 1.6% | -3.0% | -3.4% |
| 4 | Cc1cccc(CNC(=O)C2CCCN(S(=O)(=O)c3cn(C)cn3)C2)c1 (stereo not drawn) | -0.6% | 6.5% | 4.3% |
| 5 | COc1ccc(CCNc2ncnc3onc(C)c23)c(OC)c1 | -1.1% | 2.9% | -8.3% |
| 6 | Cc1ccc(NC(=O)C(=O)NCC(c2ccc3c(c2)OCO3)N2CCOCC2)c(C)c1 (stereo not drawn) | 1.5% | -4.7% | -12.3% |
| 7 | COc1ccc(NC(=O)c2cc(S(=O)(=O)N3CCCCCC3)cn2C)cc1Cl | -14.3% | 10.7% | -9.4% |
| 8 | CCOC(=O)c1c(C)[nH]c(CCC(=O)NC(C)c2ccccc2)c1C (stereo not drawn) | -2.2% | -6.2% | -4.0% |
| 9 | CC1CCCCN1C(=O)c1ccc2c(c1)N(Cc1cccc(Cl)c1)C(=O)c1ccccc1S2=O (stereo not drawn) | 8.7% | -15.6% | -0.5% |
| 10 | Cc1oc(-c2ccc(C(=O)NCCc3ccc(Cl)cc3)cc2)nc1CSc1ccccc1 | ? | 0.7% | -1.5% |
| 11 | Cc1nn(CCCC(=O)Nc2ccccc2C(F)(F)F)c(=O)c2nn(-c3ccccc3)c(C)c12 | -8.6% | 5.6% | -2.5% |
| 12 | Cc1ccc(CNC(=O)c2cnc(N(C)C)nc2)cc1 | -0.3% | -4.8% | -4.0% |
| 13 | O=C1CSC2(C(=O)N(Cc3c(F)cccc3Cl)c3ccccc32)N1c1ccc(F)c(F)c1 (stereo not drawn) | 0.3% | 3.4% | -6.7% |
| 14 | O=C(NCc1ccccc1)c1c2c(nc3ccccc13)C(=O)N(C1CCCCC1)C2 | -2.2% | -6.5% | -2.6% |
| 15 | O=C(CSc1nc2ccccc2nc1Cc1ccc(Cl)cc1)N1CCCc2ccccc21 | -1.3% | -1.5% | -8.7% |

| No. | mol | Tau FP inhib | Tau fibril ThT | Tau fluor counter |
| --- | --- | --- | --- | --- |
| 16 | CC(C)CCn1c(SCc2cccc(F)c2)nc2ccsc2c1=O | -7.4% | 0.1% | -8.1% |
| 17 | Cc1cc(C)cc(NC(=O)CSc2nc3c([nH]c4ccccc43)c(=O)n2-c2ccc(F)cc2)c1 | -13.6% | 8.4% | -14.4% |
| 18 | COc1ccc(N2CCN(CCCNC(=O)C3COc4ccccc4C3)CC2)cc1 (stereo not drawn) | 14.0% | -9.8% | -4.8% |
| 19 | COc1cccc(CNC(=O)Cn2c(=O)nc(-c3ccccc3F)c3cc(Cl)ccc32)c1 | -10.0% | ? | -20.2% |
| 20 | COc1cc(NC(=O)CSc2nc(-c3ccc(C(C)C)cc3)no2)cc(OC)c1 | ? | -3.9% | -21.9% |
| 21 | Cc1cn(C)c(CC(=O)NCc2ccccc2Cl)c1C(=O)O | 1.4% | 4.6% | 3.9% |
| 22 | COc1ccc(NC(=O)Cn2c(=O)oc3cc(S(=O)(=O)N4CCCCCC4)ccc32)cc1OC | 8.3% | ? | 2.0% |
| 23 | O=C(COC(=O)C(Cc1c[nH]c2ccccc12)NC(=O)c1ccc(Cl)cc1)c1ccc(Cl)cc1 (stereo not drawn) | -4.4% | -2.4% | ? |
| 24 | COc1ccc(-n2cc(C(=O)OCc3ccc(F)c(F)c3)c3ccccc3c2=O)cc1 | -2.6% | 3.6% | -8.2% |
| 25 | O=C(Cn1nc(N2CCN(c3ccccc3)CC2)ccc1=O)Nc1ccc(F)cc1F | 5.6% | -9.1% | -14.8% |
| 26 | Cc1c(C(=O)Nc2ccccc2Br)oc2ccc(S(=O)(=O)N3CCCCC3)cc12 | -7.1% | 2.0% | -5.5% |
| 27 | O=C(NCCCO)C(=O)NCC(c1ccc2c(c1)OCO2)N1CCOCC1 (stereo not drawn) | -6.1% | -0.6% | -4.2% |
| 28 | O=[N+]([O-])c1ccc(S(=O)(=O)N2CCn3cccc3C2c2ccc(Br)cc2)cc1 (stereo not drawn) | 5.0% | ? | ? |
| 29 | Cc1ccc(C2=Nc3ccccc3N(CC(=O)NCc3ccc(F)cc3)C(=O)C2)cc1C | -2.8% | 2.5% | 5.3% |
| 30 | Cc1ccccc1CN1c2ccccc2-c2nc(SCC(N)=O)ncc2S1(=O)=O | -16.0% | 6.4% | -0.8% |

Profiles, looked up by structure. Values in the order: Tau FP inhib | Tau fibril ThT | Tau fluor counter
CC(C)CCn1c(SCc2cccc(F)c2)nc2ccsc2c1=O across the screens: -7.4% | 0.1% | -8.1%
Cc1ccccc1CN1c2ccccc2-c2nc(SCC(N)=O)ncc2S1(=O)=O across the screens: -16.0% | 6.4% | -0.8%
O=C(COC(=O)C(Cc1c[nH]c2ccccc12)NC(=O)c1ccc(Cl)cc1)c1ccc(Cl)cc1 (stereo not drawn) across the screens: -4.4% | -2.4% | ?
Cc1c(C(=O)Nc2ccccc2Br)oc2ccc(S(=O)(=O)N3CCCCC3)cc12 across the screens: -7.1% | 2.0% | -5.5%
COc1ccc(NC(=O)Cn2c(=O)oc3cc(S(=O)(=O)N4CCCCCC4)ccc32)cc1OC across the screens: 8.3% | ? | 2.0%

New compounds follow.
| No. | mol | Tau FP inhib | Tau fibril ThT | Tau fluor counter |
| --- | --- | --- | --- | --- |
| 31 | COc1cc(C2C(C(=O)Nc3ccccc3)=C(C)Nc3nc(SCC(=O)c4ccc(C)cc4)nn32)ccc1O (stereo not drawn) | -14.8% | ? | 5.5% |
| 32 | O=C(Cc1cccc([N+](=O)[O-])c1)NCc1nc2cccnc2n1Cc1ccc(F)cc1 | -0.4% | -5.7% | -2.0% |
| 33 | CCOc1ccc(CNS(=O)(=O)c2ccc3[nH]c(=O)ccc3c2)cc1 | -7.3% | -0.3% | 1.5% |
| 34 | COc1ccc(OC)c2sc(N3CCN(C(=O)C4CC4)CC3)nc12 | -5.1% | ? | -4.1% |
| 35 | CCc1cccc(NC(=O)Cn2c(=O)n(Cc3ccccc3)c(=O)c3c(C)c(C(=O)N(C)C)sc32)c1 | -13.5% | 15.3% | -27.2% |
| 36 | Cc1ccccc1CCNC(=O)C1CCN(S(=O)(=O)c2ccc3c(ccn3C)c2)CC1 | -9.4% | 10.2% | -6.0% |
| 37 | Cc1ccccc1CNC(=O)C(=O)NCC(c1ccc2c(c1)OCO2)N1CCOCC1 (stereo not drawn) | 2.6% | 1.9% | -4.7% |
| 38 | CN(C)c1ccc(C(CNC(=O)c2ccccc2Cl)N2CCCC2)cc1 (stereo not drawn) | 1.2% | -3.3% | -3.8% |
| 39 | COc1ccc(-c2cn3cccnc3n2)cc1NC(=O)Nc1ccc(Cl)cc1 | -8.2% | ? | 14.1µM*[quencher] |
| 40 | COc1ccc(NC(=O)CC2C(=O)N(c3ccccc3)C(=O)N2Cc2cccnc2)cc1 (stereo not drawn) | 4.4% | 0.0% | -6.4% |
| 41 | COc1cc(CCC(=O)NCc2ccc3c(c2)CCN3C(=O)c2cccc(C)c2)cc(OC)c1OC | 5.0% | -1.5% | 4.3% |
| 42 | COc1ccc2c(c1)c1c(c(=O)n(CCc3ccccc3)c(=O)n1Cc1ccccc1)n2C | -1.3% | 3.1% | -5.1% |
| 43 | Cc1ccccc1CN1C(=O)c2ccccc2Sc2ccc(C(=O)NC(C)c3ccccc3)cc21 (stereo not drawn) | -9.2% | -2.3% | -2.8% |
| 44 | Cc1ccc(CNC(=O)CN2C(=O)CCc3cc(S(=O)(=O)N4CCCCC4)ccc32)cc1 | 0.2% | 3.9% | -0.6% |
| 45 | Cc1nc2cccnc2n1C1CCN(C(=O)Nc2ccccc2)CC1 | 1.2% | -1.1% | 3.9% |

| No. | mol | Tau FP inhib | Tau fibril ThT | Tau fluor counter |
| --- | --- | --- | --- | --- |
| 46 | CC(C)C1N=C2c3ccccc3N=C(SCC(=O)NCc3ccc(F)cc3)N2C1=O (stereo not drawn) | 5.5% | 13.6% | 16.3% |
| 47 | COc1ccccc1CNC(=O)CCC(=O)N1Cc2ccccc2Oc2ncccc21 | 3.8% | -2.9% | -1.4% |
| 48 | O=C(CSc1nc2ccccc2nc1Cc1ccc(Cl)cc1)Nc1ccc2c(c1)OCO2 | -4.7% | -4.4% | -21.8% |
| 49 | COc1cccc(OC)c1C(=O)NCCc1sc(-c2cccc(F)c2)nc1C | -5.3% | -6.6% | -10.4% |
| 50 | CCOC(=O)C1CCN(C(c2cccc(F)c2)c2c(O)cc(C)n(Cc3ccco3)c2=O)CC1 (stereo not drawn) | -15.1% | ? | -11.0% |
| 51 | CCC(Sc1nc2ccccc2c2nc(CCc3c(C)n[nH]c3C)nn12)C(=O)Nc1ccc(OC)cc1 (stereo not drawn) | 0.5% | ? | -18.4% |
| 52 | CCOc1ccccc1CNC(=O)CN1C(=O)CCc2cc(S(=O)(=O)N3CCCCC3)ccc21 | 1.8% | 2.7% | 0.1% |
| 53 | COc1ccccc1CNC(=O)c1cc(S(=O)(=O)N2CCCCCC2)cn1C | -0.9% | -10.0% | -13.8% |
| 54 | COc1ccccc1Nc1nn2c(=O)c3ccc(C(=O)NC4CCC(C)CC4)cc3nc2s1 (stereo not drawn) | 4.3% | -11.3% | -16.6% |
| 55 | Cc1cc(C)cc(NC(=O)c2cc(S(=O)(=O)N3CCC(C)CC3)cn2C)c1 | 0.2% | 5.4% | 12.9% |
| 56 | COc1ccccc1NC(=O)c1c(NCc2ccc(OC)c(OC)c2OC)sc2c1CCC2 | 3.6% | ? | -21.7% |
| 57 | Cc1oc2ncnc(N3CCCCC3)c2c1C(=O)N1CCN(c2ccc(Cl)cc2)CC1 | -6.0% | -4.9% | -6.1% |
| 58 | Cc1nnc(N2CCC(C(=O)NCCc3ccccc3)CC2)c2nn(-c3ccc(Cl)cc3)c(C)c12 | -3.8% | -4.5% | -7.6% |
| 59 | COc1ccc(C(=O)Nc2cc(-c3ccccc3)nn2-c2ccccc2)cc1 | -5.1% | -3.5% | -15.3% |
| 60 | COc1ccc(-c2cnc(C)o2)cc1S(=O)(=O)Nc1ccc(OC(F)(F)F)cc1 | -8.2% | -15.7% | -28.2% |

Entries by screen from the entries so far:
Entries 50 to 56 in Tau fibril ThT: ?, ?, 2.7%, -10.0%, -11.3%, 5.4%, ?
Entries 50 to 56 in Tau fluor counter: -11.0%, -18.4%, 0.1%, -13.8%, -16.6%, 12.9%, -21.7%

Later entries
| No. | mol | Tau FP inhib | Tau fibril ThT | Tau fluor counter |
| --- | --- | --- | --- | --- |
| 61 | Cc1ccc(CCNC(=O)Cn2nc(C)c3c(C)n(-c4ccc(C)cc4)nc3c2=O)cc1 | 4.9% | 6.2% | 0.3% |
| 62 | COc1ccc(CNC(=O)C2CCN(S(=O)(=O)c3ccc4c(c3)CCCN4C(C)=O)CC2)cc1 | -1.1% | 1.3% | -5.8% |
| 63 | COc1ccc(N2C(=O)CCSC23C(=O)N(Cc2ccc(F)cc2)c2ccccc23)cc1Cl (stereo not drawn) | -18.4% | ? | -16.1% |
| 64 | CC1CCCCN1S(=O)(=O)c1ccc(C(=O)Nc2sc3c(c2C(N)=O)CC(C)(C)NC3(C)C)cc1 (stereo not drawn) | -10.6% | -0.3% | ? |
| 65 | COc1cccc(CNC(=O)C2CCN(Cc3cc4ccccc4n3Cc3ccccc3)CC2)c1OC | -2.4% | 4.1% | -5.6% |
| 66 | Cc1ccc(NC(=O)CSc2ncc3c(n2)-c2ccccc2N(C)S3(=O)=O)c(Cl)c1 | -13.9% | -15.2% | ? |
| 67 | COc1ccc(CCNC(=O)Cn2cc(C(=O)c3ccc(F)cc3)c(=O)c3ccc(C)nc32)cc1OC | 3.4% | -17.3% | -8.5% |
| 68 | CCOC(=O)CNC(=O)N1CCN(S(=O)(=O)c2ccc3c(ccn3C)c2)CC1 | 2.0% | 6.2% | 2.9% |
| 69 | CC(=O)Nc1cc(C(=O)NCc2ccc(C)cc2)ccc1Sc1ccc(C)cc1 | 1.0% | -10.3% | -18.7% |
| 70 | CCOC(=O)c1cccc(NS(=O)(=O)c2cc(-c3cnc(C4CC4)o3)ccc2C)c1 | 10.0% | 5.1% | -24.6% |
| 71 | Cc1nc2cccnc2n1C1CCN(C(=O)Nc2ccccc2C(F)(F)F)CC1 | 6.5% | 2.4% | -0.4% |
